WT yeast gro inh: growth inhibition of WT yeast, mitochondrial fusion screen. mitochondrial fusion phenotypic screen, WT strain. inhibition, % at 10 µM. hit rate 2.1% among 190,000. AID 1362; in the data active = inhibition above about 58%; tested in S. cerevisiae
b-catenin transl: modulators of beta-catenin nuclear translocation; HeLa beta-catenin nuclear translocation, immunofluorescence imaging; nuclear translocation activity, % at 5 µM; hit rate 0.3% among 190,000; AID 1665;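 active = nuclear translocation activity above 50% at 5 µM, with a well cell count of 50 or more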;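 also: per-cell ratio of nuclear to cytoplasmic median beta-catenin stain intensity; plate controls were DMSO negative control for no effect and GSK-3 inhibitor IX positive control for full effect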
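System: Human HeLa cells, endogenous beta-catenin | Compound dosing: 5 µM primary, 0.02–20 µM confirmation | Timing: 24 h compound exposure at 37°C, 5% CO2 | Measured by: Fluorescence imaging of beta-catenin antibody stain plus DAPI | Read-out basis: % activation of per-cell nuclear versus cytoplasmic median beta-catenin signal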
West Nile virus CPE: inhibition of WNV-induced cytopathic effect – cell-based, CPE readout (AID 1621); one-dose CPE inhibition, % at 10 µM; IC50 in µM for titrated hits; hit rate 0.02% among 290,000; West Nile virus-infected cells, CPE inhibition; higher % means a stronger effect; in the data active = a potency from the dose series; also: strong numbers were not always called active
Lipid droplet: modulators of hepatic lipid droplet formation | hit rate 0.4% among 240,000 | AID 1656 | AML12 mouse hepatocytes, oleate lipid droplets, BODIPY imaging | inhibition, % at 6.5 µM;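 active = lipid droplet intensity inhibited by at least 50%, with more than 500 cells counted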
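material = mouse AML12 hepatocyte cell line, fixed after treatment | also added = 100 µM oleic acid challenge | doses = compound at 6.5 µM only | schedule = overnight exposure | technique = Image-based BODIPY and DAPI two-channel analysis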
Myeloid diff MLP: compounds promoting myeloid differentiation | ER-HoxA9 myeloid progenitors, lysozyme-GFP differentiation, flow cytometry | calls only at 10 µM | hit rate 1% among 360,000;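 active = normalized GFP-positive differentiation at or above the plate's own cutoff, the solvent-only control mean plus 3 SD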;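 also: cells exposed to compound for four days before flow analysis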
Ins promoter up: MIN6 insulin promoter up-regulation | hit rate 0.3% among 190,000 | MIN6 insulin promoter-GFP reporter, high-content imaging; active compounds read high | z-score at 5 µM;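 active = z-score above 3 at 5 µM with at least 500 cells counted in the well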
Autophagy HCS: modulators of autophagy. calls only at 10 µM (by protocol). MEF GFP-LC3 puncta imaging; test concentration mostly 10 µM. hit rate 0.98% among 190,000;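 active = percentage of spot-positive cells more than 3 SD above its plate mean, without a fluorescence outlier flag or 80% toxicity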;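 also: spot-positive cell cutoff set from DMSO-treated cells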
T cell modulator: T cell immune modulators affecting CD8 T cell-vesicle binding | calls only at 7 µM | hit rate 0.068% among 330,000 | 2C CD8+ T cell-vesicle binding, flow cytometry; active compounds read low | AID 2052;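 active = response, share of CD8 T cells binding vesicles, and their 90th percentile fluorescence all below set limits, cut at about 80% in these data, passing the limit was not always enough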
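Assay system – 2C mouse CD8+ T cells · Also added – QL9-loaded Drosophila micro-vesicles · Timing – Cell–vesicle co-incubation 1.5 h at 37 °C, staining 20 min on ice · Signal – flow cytometry of vesicle-bound cells · Measure – percent CD8+ FL2 mean versus row control · Controls – Peptide-free naked vesicles (low) and QL9 vesicles with 0.7% DMSO vehicle (high)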
MT stabilize HCS: stabilizes microtubules in HeLa cells. HeLa tubulin immunostaining HCS, 24 h; share of cells brighter than vehicle mean+2SD. % tubulin-high responders, % at 10 µM. hit rate 0.83% among 200,000. AID 2205;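 active = plate Z-score above 3 for both tubulin-high and condensed-nucleus cell shares, with cell loss under 80%, at 10 µM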;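 also: anti alpha tubulin signal scored within the nucleus-defined area of each cell; some results filed as inactive read as strong as hits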
WT yeast gro inh mutant strain: also measured in WT yeast gro inh; calls as there; inhibition, %; mitochondrial fusion phenotypic screen, mutant strain inhibition
Ins promoter up cell count: further read-out of Ins promoter up, marked with its call; cell count; measured here: cytotoxicity, nuclei count;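 total cells summed across four imaged fields per well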
Lipid droplet cells 6.5 µM: recorded beside Lipid droplet, whose call it bears; cell count; measured here: cell count, cytotoxicity flag;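 cells counted across two imaged fields per well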
b-catenin transl cell count 5 µM: recorded beside b-catenin transl, whose call it bears; cell count; measured here: cell count, cytotoxicity flag
T cell modulator vesicle-bound %: second read-out of T cell modulator, no call of its own (marks repeat the call); double positive events, %; measured here: CD8+ vesicle-bound cell fraction;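 binding gate set so that unloaded-vesicle control wells show 10% double positive cells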
MT stabilize HCS Hoechst-high %: also measured in MT stabilize HCS; calls as there; % Hoechst-high responders; measured here: nuclear condensation Hoechst responders;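 share of cells brighter than vehicle mean plus two SD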
MT stabilize HCS cytotoxicity %: second read-out of MT stabilize HCS, no call of its own (marks repeat the call); toxicity, %; measured here: cytotoxicity by cell density;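 0% = mean cell density of plate MIN control wells and 100% = no cells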
Autophagy HCS cell loss 18 h: second read-out of Autophagy HCS, no call of its own (marks repeat the call); toxicity, %; measured here: cell loss, nuclei count;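 cell loss after 18 h compound exposure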
Myeloid diff MLP GFP+ MAC1+ %: second read-out of Myeloid diff MLP, no call of its own (marks repeat the call); GFP+ MAC1+ double positive, %; measured here: differentiation confirmed by MAC1 staining
Starred values were filed as active, the others as inactive; i = inactive; nt = not tested or not shown; + = active, no number.

#	structure	WT yeast gro inh	WT yeast gro inh mutant strain	b-catenin transl	b-catenin transl cell count 5 µM	West Nile virus CPE	Lipid droplet	Lipid droplet cells 6.5 µM	Myeloid diff MLP	Myeloid diff MLP GFP+ MAC1+ %	Ins promoter up	Ins promoter up cell count	Autophagy HCS	Autophagy HCS cell loss 18 h	T cell modulator	T cell modulator vesicle-bound %	MT stabilize HCS	MT stabilize HCS Hoechst-high %	MT stabilize HCS cytotoxicity %
1	COc1cc(-c2cc(-c3ccccc3)nc(SCC(=O)O)c2C#N)cc(OC)c1OC	nt	nt	nt	nt	-0.4%	2	784	i	0.3	nt	nt	nt	nt	i	28	nt	nt	nt
2	O=C(NCCc1csc(-c2cccc(F)c2)n1)c1ccco1	nt	nt	nt	nt	2.5%	11	718	i	1.6	nt	nt	nt	nt	i	33	nt	nt	nt
3	Cc1cc(N(C)N)nc(NC(=O)NS(=O)(=O)c2ccccc2Cl)n1	nt	nt	nt	nt	-0.4%	1	844	i	0.7	nt	nt	nt	nt	i	60	nt	nt	nt
4	Cc1noc(C)c1COc1cccc(C(=O)NC(C)(C)C)c1	2	4	-0.1	963	-1.0%	-17	651	i	1.1	0.24	1160	i	41	i	40	4.1	1.1	17
5	CC(C)(C)NC(=O)Cn1nnc(-c2ccc(Cl)cc2)n1	14	-6	-3.2	999	-0.6%	nt	nt	i	1.7	0.6	1121	i	-5	i	36	1.6	2.0	10
6	O=C(COC(=O)C12CC3CC(CC(C3)C1)C2)Nc1nccs1	4	4	-0.3	1521	-0.1%	10	766	i	0.8	0.25	1328	i	12	i	18	4.2	1.7	8.3
7	CC(=O)NNC(=S)NC(=O)C(c1ccccc1)c1ccccc1	-8	-22	0.2	948	-1.4%	-9	598	i	0.2	-1.1	1360	i	-6	i	51	3.8	0.6	15
8	CCOC(=O)N1CCN(C(=O)Cn2ccc3c(OC)cccc3c2=O)CC1	-1	-7	-1.5	1119	-0.1%	-1	654	i	4.2	0.11	1386	i	1	i	4	0.8	0.6	5.9
9	CC(C)(C)C1c2[nH]c3ccccc3c2CCN1CCCn1cccn1 (stereo not drawn)	0	10	3.3	1124	-0.6%	-12	659	i	0.8	-0.53	1349	i	15	i	56	2.7	1.1	5.2
10	Cc1c(N2C(=O)CSC2=S)c(=O)n(-c2ccccc2)n1C	-3	7	-1.4	1109	-0.2%	0	715	i	0.2	-0.14	1217	i	-18	i	43	1.5	2.2	10
11	COc1ccc(-c2n(CC(=O)OC3CC(C)CCC3C(C)C)c3ccccc3[n+]2C)cc1 (stereo not drawn)	54	18	2.6	710	-0.9%	-51	537	i	0.0	nt	nt	+	28*	nt	nt	5.6	13	13
12	COc1ccc(CC2CCOC2=O)cc1 (stereo not drawn)	10	5	-4.5	965	0.0%	nt	nt	i	0.8	-0.09	1143	i	0	i	33	1.9	2.2	8.0
13	Cc1cccc(Nc2ncnc3ccc(Br)cc23)c1	35	22	-0.6	1570	1.4%	35	547	i	0.5	-0.98	1154	i	-3	i	63	2.6	2.1	24
14	CCOc1ccc(/C=N/NC(=O)c2ccc(CSc3nc4ccccc4[nH]3)cc2)cc1	-16	-10	-0.3	949	0.1%	0	668	i	1.1	0.41	1104	i	5	i	57	3.1	5.1	3.4
15	CCOC(=O)c1ccccc1NC(=O)COC(=O)c1ccc(C)c(S(=O)(=O)N2CCOCC2)c1	13	8	nt	nt	0.4%	nt	nt	i	0.7	nt	nt	i	-7	i	41	3.2	5.2	12
16	CC(C)c1ccc(OCC(=O)NC(=S)Nc2ccc3c4c(cccc24)CC3)cc1	5	3	-0.1	1446	-0.3%	nt	nt	i	0.5	1.2	1510	i	-5	i	51	3.6	1.7	3.7
17	CCc1cccc2c1NC(=O)C21N2CCCC2C(C(=O)c2ccc3ccccc3c2)C12C(=O)Nc1ccccc12 (stereo not drawn)	23	12	0.0	1095	0.3%	-7	639	i	1.8	-0.13	1268	i	39	i	21	8.8	7.5	14
18	CCOC(=O)C1CCN(C(=O)COc2ccc([N+](=O)[O-])cc2)CC1	0	16	0.6	942	-0.6%	18	716	i	0.1	0.68	1636	i	19	i	64	3.2	2.5	0.6
19	NC(=O)C1CCN(c2nc(-c3ccccc3)nc3c2oc2ccccc23)CC1	10	15	-1.6	767	0.8%	nt	nt	i	0.8	nt	nt	i	-4	nt	nt	1.5	1.7	7.0
20	Cc1cccc(C)c1NC(=O)Cn1nc(-c2ccc(Cl)s2)ccc1=O	nt	nt	nt	nt	1.7%	-7	654	i	2.4	nt	nt	nt	nt	i	11	nt	nt	nt

Quoted from the listing.
cpd 5 | Ins promoter up cell count = 1121
cpd 8 | Myeloid diff MLP GFP+ MAC1+ % = 4.2

More results
#	structure	WT yeast gro inh	WT yeast gro inh mutant strain	b-catenin transl	b-catenin transl cell count 5 µM	West Nile virus CPE	Lipid droplet	Lipid droplet cells 6.5 µM	Myeloid diff MLP	Myeloid diff MLP GFP+ MAC1+ %	Ins promoter up	Ins promoter up cell count	Autophagy HCS	Autophagy HCS cell loss 18 h	T cell modulator	T cell modulator vesicle-bound %	MT stabilize HCS	MT stabilize HCS Hoechst-high %	MT stabilize HCS cytotoxicity %
21	CC(=O)c1c(Cl)nc2ccc(Br)cc2c1-c1ccccc1	nt	nt	nt	nt	3.1%	6	767	i	0.3	nt	nt	nt	nt	i	24	nt	nt	nt
22	CCCN(CCC)S(=O)(=O)c1ccc(C(=O)Nc2c(C)n(C)n(-c3ccccc3)c2=O)cc1	-12	-8	-1.3	1159	0.2%	16	651	i	1.2	0.94	1296	i	9	i	42	4.5	0.9	9.8
23	COc1cccc(NC(=O)Cn2c(=O)c3c(ncn3Cc3ccccc3)n(Cc3ccccc3)c2=O)c1	nt	nt	1.3	1007	-0.1%	-15	816	i	0.8	nt	nt	i	-6	i	19	3.5	1.8	0.8
24	CCC(=O)Nc1cc(=O)[nH]c2ncnn12	-11	-10	-1.9	875	0.1%	nt	nt	i	0.5	-0.3	1402	i	14	i	32	3.6	3.3	7.9
25	COc1ccc(N/N=C(\C#N)C(=N)N2CCCCC2)cc1	nt	nt	0.2	1358	0.2%	-17	697	i	0.7	-0.03	1124	nt	nt	i	32	nt	nt	nt
26	CC(CCc1ccccc1)NCc1ccc(Cl)cc1Cl (stereo not drawn)	nt	nt	nt	nt	-1.5%	-20	786	i	0.3	nt	nt	nt	nt	i	59	nt	nt	nt
27	CC(=O)N1CCN(CCN=CC2=C(O)CC(C)(C)CC2=O)CC1	-6	12	0.2	1041	0.5%	0	798	i	6.4	-0.29	1353	i	-3	i	19	4.5	1.9	7.1
28	CSc1ccc(C(=S)N2CCN(C)CC2)cc1	-10	7	-1.7	1115	0.3%	-2	658	i	3.8	-0.03	1754	i	5	i	9	2.1	0.4	28
29	CCOC(=O)Nc1ccc(S(=O)(=O)N(C)C(C)C)cc1	-6	4	nt	nt	0.8%	10	772	i	2.3	0.31	835	i	-1	i	52	2.3	1.3	3.3
30	COc1cc(C(=O)O)ccc1OCc1ccncc1	nt	nt	nt	nt	1.5%	-1	783	i	0.3	nt	nt	nt	nt	i	37	nt	nt	nt
31	C[n+]1nc(Nc2ccccc2)sc1-c1ccc(O)cc1	nt	nt	nt	nt	-0.2%	1	801	i	1.8	nt	nt	nt	nt	i	22	nt	nt	nt
32	CCOC(=O)N1CCN(C(=O)CN(c2cc(Cl)ccc2OC)S(=O)(=O)c2ccccc2)CC1	-9	-8	-1.2	1012	-0.2%	nt	nt	i	0.5	-0.41	1294	i	-44	i	37	4.9	3.0	16
33	Clc1ccc(SCCOCCN2CCOCC2)cc1	nt	nt	nt	nt	-0.1%	-11	796	i	0.3	nt	nt	nt	nt	i	51	nt	nt	nt
34	S=C(Nc1ccccc1)N(Cc1ccccc1)Cc1ccncc1	5	9	-0.1	1466	-0.8%	nt	nt	i	0.1	0.35	1540	i	-24	i	27	3.9	2.1	3.3
35	CCCC(=O)N1CCc2cc(OC)c(OC)cc2C1c1cc2cc3c(cc2[nH]c1=O)OCO3 (stereo not drawn)	nt	nt	nt	nt	-0.3%	nt	nt	i	9.1	nt	nt	i	-1	i	65	2.8	1.4	2.1

No new results follow: an excerpt of the list.
#	structure	WT yeast gro inh	WT yeast gro inh mutant strain	b-catenin transl	b-catenin transl cell count 5 µM	West Nile virus CPE	Lipid droplet	Lipid droplet cells 6.5 µM	Myeloid diff MLP	Myeloid diff MLP GFP+ MAC1+ %	Ins promoter up	Ins promoter up cell count	Autophagy HCS	Autophagy HCS cell loss 18 h	T cell modulator	T cell modulator vesicle-bound %	MT stabilize HCS	MT stabilize HCS Hoechst-high %	MT stabilize HCS cytotoxicity %
1	COc1cc(-c2cc(-c3ccccc3)nc(SCC(=O)O)c2C#N)cc(OC)c1OC	nt	nt	nt	nt	-0.4%	2	784	i	0.3	nt	nt	nt	nt	i	28	nt	nt	nt
2	O=C(NCCc1csc(-c2cccc(F)c2)n1)c1ccco1	nt	nt	nt	nt	2.5%	11	718	i	1.6	nt	nt	nt	nt	i	33	nt	nt	nt
